Compound activity (PubChem)
GRP78 ERSR act = qHTS for Inducers of the Endoplasmic Reticulum Stress Response (ERSR) in Human Glioma: qHTS. Potency, µM, without a hit: top-dose activation, usual class: activators. AID 602332, 2012. 0.02% of 420,000 active. U87-MG GRP78 promoter luciferase reporter, 16 h; note: potency is the fitted concentration of half-maximal effect; series mostly up to about 76 µM; % of control where 0% means no effect; nearly all actives have a fitted effect of over 35% in size
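Stably transfected U87-MG human glioma cells carrying a GRP78-based luminescent sensor were seeded at 1000 cells/well, pin-dosed with compounds and incubated 16 h. Luciferase reagent was then added, and end-point luminescence was read after 10 min at room temperature.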
D1 antagonist = Antagonist of Human D 1 Dopamine Receptor: qHTS | D(1A) dopamine receptor (Homo sapiens), P21728 | HEK293 TREx D1 cells, calcium flux, dopamine EC80; active compounds read low | activity change, negative = inhibition, % at 10 µM | 3.2% of 360,000 active | AID 504652, 2011; in the data active = activity change below about -30%; note: % is set by controls: 0 for no effect and ±100 for the full control effect
Target sequence (P21728 whole entry, looked up): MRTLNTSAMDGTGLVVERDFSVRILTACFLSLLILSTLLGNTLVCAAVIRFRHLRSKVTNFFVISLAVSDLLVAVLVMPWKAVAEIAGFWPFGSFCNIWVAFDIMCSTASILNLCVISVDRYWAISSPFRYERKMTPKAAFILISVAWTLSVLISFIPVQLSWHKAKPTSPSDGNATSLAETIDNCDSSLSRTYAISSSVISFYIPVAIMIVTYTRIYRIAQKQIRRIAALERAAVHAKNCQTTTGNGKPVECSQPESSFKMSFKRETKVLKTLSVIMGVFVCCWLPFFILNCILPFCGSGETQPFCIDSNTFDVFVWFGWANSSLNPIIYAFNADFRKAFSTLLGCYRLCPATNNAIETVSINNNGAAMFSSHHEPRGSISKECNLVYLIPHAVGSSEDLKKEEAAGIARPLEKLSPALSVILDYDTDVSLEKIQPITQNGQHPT
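Using tetracycline-induced force-coupled D1 Hek293 cells and a calcium dye, signals were followed for 180 s after compound, then for 180 s after EC80 dopamine, to detect inhibitors.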
Vif-A3F inh = qHTS for Inhibitors of Vif-A3F Interactions: qHTS; Potency, µM (series often up to 46.1 µM), for the others: at the highest dose activity, negative = active; HeLa A3F-eYFP + Vif (tagged APOBEC3F with the HIV-1 protein that degrades it), YFP fluorescence increase; AID 602313, 2012; 0.2% of 390,000 active; note: potency is the fitted concentration of half-maximal effect; % of control where 0% means no effect; nearly all actives have a fitted effect of over 65% in size
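HeLa cells stably expressing Vif plus C-terminally eYFP-tagged A3F were seeded, incubated overnight at 37 deg C, dosed with compound, incubated overnight again at 37 deg C. Yellow fluorescence (Ex 488/Em 500-530) reported blocked Vif-mediated A3F-eYFP degradation.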
RXFP1 antag = qHTS Assay for Antagonists of the Relaxin Receptor RXFP1. 0.59% of 350,000 active. AID 1259400, 2018. Relaxin receptor 1 (Homo sapiens), Q9HBX9. activity change, negative = inhibition, % at 57.5 µM. HEK293-RXFP1, relaxin-stimulated cAMP HTRF, 30 min; active compounds read low;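 active = activity change of -60% or lower, but not beyond a set lower limit; inconclusive = change between -60% and -40%, or beyond the set limit; inactive = change above -40%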; note: % is set by controls: 0 for no effect and ±100 for the full control effect
D1 ag = Allosteric Agonists of the Human D1 Dopamine Receptor: qHTS. D(1A) dopamine receptor (Homo sapiens), P21728. HEK293 T-REx D1 cells, calcium flux, agonist mode. activation, % at 2 µM. 1% of 360,000 active. AID 504660, 2011; in the data active = activation above about 30%; note: 0% is about no effect
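Tetracycline-induced HEK293 TREx D1 cells, force-coupled to calcium signalling, were dye-loaded with a no-wash calcium kit. Compound was pin-added after a 10 s baseline. Fluorescence was read kinetically at 1 cycle/s for 180 s, with calcium rises flagged as agonism.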
Vif-A3G inh = qHTS for Inhibitors of Vif-A3G Interactions: qHTS. HeLa A3G-eYFP + Vif (tagged APOBEC3G with the HIV-1 protein that degrades it), YFP fluorescence, overnight. DNA dC->dU-editing enzyme APOBEC-3G (Homo sapiens), Q9HC16. 0.076% of 410,000 active. Potency, µM (titrated, usually from 46.1 µM), for inactives: at the top dose activity, negative = active, usual class: inhibitors;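 note: potency is the fitted concentration of half-maximal effect; % is set by controls: 0 for no effect and ±100 for the full control effect; nearly all actives have a fitted effect of over 60% in size; hits raise eYFP signal because A3G escapes Vif-driven loss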
Target sequence (Q9HC16 whole entry, looked up): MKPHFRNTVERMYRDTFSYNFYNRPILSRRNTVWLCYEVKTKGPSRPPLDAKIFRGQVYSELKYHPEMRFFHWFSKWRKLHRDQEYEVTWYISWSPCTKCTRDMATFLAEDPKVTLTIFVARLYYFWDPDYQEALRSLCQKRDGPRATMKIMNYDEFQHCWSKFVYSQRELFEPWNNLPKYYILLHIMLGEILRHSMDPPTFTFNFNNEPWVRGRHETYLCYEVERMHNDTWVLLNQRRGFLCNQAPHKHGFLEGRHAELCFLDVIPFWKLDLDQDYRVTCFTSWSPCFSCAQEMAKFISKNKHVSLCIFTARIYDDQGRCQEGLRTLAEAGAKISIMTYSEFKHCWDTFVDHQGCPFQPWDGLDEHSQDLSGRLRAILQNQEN
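Read-out is eYFP fluorescence (Ex 488/Em 500-530) from Vif-expressing HeLa A3G-eYFP cells; more signal means A3G escaped Vif-mediated degradation. Cells plated overnight, compound pinned in, incubated overnight at 37 deg C.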
D2 PAM = HTS Assay for Positive Allosteric Modulators of the Human D2 Dopamine Receptor: Primary Screen for Potentiators. AID 485347, 2010. HEK293 T-REx D2, calcium flux, EC20 dopamine potentiation. 0.34% of 340,000 active. D(2) dopamine receptor (Homo sapiens), P14416. potentiation, % at 10 µM;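 active = potentiation over 3 SD above the plate norm, cut at about 30% in these data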; note: 0% is about no effect
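Potentiation of an EC20 dopamine calcium response is measured in a force-coupled, tetracycline-inducible Hek293 Trex D2 line. Compound-only kinetic reads over 180 s flag agonists before dopamine addition.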
D1 potentiator = Potentiators of Human D1 Dopamine Receptor: qHTS. D(1A) dopamine receptor (Homo sapiens), P21728. HEK293 TREx D1 cells, calcium flux, dopamine EC20 potentiation. potentiation, % at 10 µM. 0.036% of 360,000 active. AID 504651, 2011; in the data active = potentiation above about 30%; note: 0% is about no effect
RXFP1 agonist = qHTS Assay for Agonists of the Relaxin Receptor RXFP1; Relaxin receptor 1 (Homo sapiens), Q9HBX9; HEK293T-RXFP1 cAMP TR-FRET, 30 min; response scale: percent of porcine relaxin response, buffer zero; Potency, µM (series often up to 57.5 µM), inactives show top-dose activation, most hits filed as activators; 0.3% of 370,000 active; AID 2676, 2010; note: potency is the fitted concentration of half-maximal effect; % is set by controls: 0 for no effect and ±100 for the full control effect; nearly all actives have a fitted effect of over 60% in size; many of its hits are not listed in these tables
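HEK293T cells stably expressing RXFP1 were pretreated with the PDE4 inhibitor Ro 20174, exposed to compounds for 30 min at 37C, lysed, and cAMP was read by TR-FRET. Data normalized to buffer (basal) and 29 nM porcine relaxin (100%).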
An asterisk follows results filed as active; ? = inconclusive; . = not tested or not shown. Unless noted, calls come from the whole dose curve; as a rule, active = well fitted curve in the direction sought with a large enough effect; inconclusive = small, poorly fitted or top-dose-only effect, or another doubt; inactive = no such curve, though single readings can be large; an effect the other way counts as inactive or inconclusive. Some of the compounds tested; count on the stated rates, not on these rows.

canonical_smiles	GRP78 ERSR act	D1 antagonist	Vif-A3F inh	RXFP1 antag	D1 ag	Vif-A3G inh	D2 PAM	D1 potentiator	RXFP1 agonist
CC(=O)OCC(=O)C12OC(C)(C)OC1CC1C3CC=C4CC(O)CCC4(C)C3CCC12C (stereo not drawn)	2%	.	?	-18	.	2%	.	.	.
CC(CNC(=O)CCC(=O)N1CCOc2ccccc21)c1ccccc1 (stereo not drawn)	-5%	-4	-6%	8	3	-4%	-13	1	1.6%
Cc1ccccc1S(=O)(=O)Cc1ccc(C(=O)NC2CC2)o1	1%	-8	4%	6	3	-1%	-2	2	1.2%
O=C(Nc1ncccn1)c1ccc([N+](=O)[O-])o1	-12%	-1	?	12	6	?	5	3	18µM*
C[C@@H]1CN([C@@H](C)CO)C(=O)c2cc(Br)cnc2O[C@H]1CN(C)Cc1ccccc1C(=O)O	-2%	.	-15%	2	.	-4%	.	.	.
COc1cc2ccccc2cc1C(=O)NNC(=O)c1ccccc1O	.	-2	.	.	2	.	-4	-9	-1.2%
O=C1Nc2ccccc2N(O)N1c1cc(-c2ccc(Cl)cc2)[nH]n1	-4%	14	1%	-11	1	-11%	12	-10	1.5%
Cc1cc(C)c(Nc2nc3ccccc3n3c(C)nnc23)c(C)c1	-3%	-1	-7%	-9	2	-1%	9	-2	-0.9%
CCOc1ccc(OCC)c(NC(=O)CC2Oc3ccccc3NC2=O)c1 (stereo not drawn)	-2%	-23	-2%	.	-1	-1%	2	.	0.8%
O=S(=O)(Nc1ccc2oc(-c3ccccc3)nc2c1)c1ccccc1	5%	12	-9%	2	4	2%	-7	-5	0.4%
Cc1cc(C)cc(OCC(=O)NNC(=O)c2cc3ccccc3oc2=O)c1	1%	2	3%	-2	1	0%	4	3	-0.1%
COc1cccc(N2CCN(C(=O)c3oc4ccccc4c3NC(=O)Cc3ccc(OC)c(OC)c3)CC2)c1	-3%	3	1%	-17	2	1%	-8	-1	3.4%
COc1ccccc1-c1ccc(NC2CCCC2)nn1	0%	2	-4%	-34	-1	-4%	-3	4	2.4%
O=C(Cc1cn(-c2ccccc2)nc1-c1ccccc1)N1CCCCC1	0%	-2	5%	-25	4	1%	0	-8	-5.7%
FC(F)(F)c1cccc(Cn2c3[n+](c4ccc(C(F)(F)F)cc42)CCCCC3)c1	-10%	1	-5%	-15	3	4%	-10	-5	1.1%
Cc1ccc2cccc(OCC(=O)NCc3ccco3)c2n1	-6%	-1	-6%	15	-2	4%	3	4	0.9%
O=c1c2cc(N3CCOCC3)ccc2[nH]c(=S)n1Cc1ccccn1	-2%	-14	-2%	5	3	2%	7	-2	6.1%
COc1cc(NC(=O)Nc2ccccc2)c(OC)cc1NC(=O)CN1CCCCC1	4%	-7	12%	-19	1	-6%	-2	-9	6.0%
COC(=O)c1ccc(C2Nc3ccccc3NC3=C2C(=O)CC(C)(C)C3)cc1 (stereo not drawn)	-4%	-4	6%	-7	1	-4%	-3	6	-1.1%
Cc1ccc(OCC(=O)NS(=O)(=O)c2ccc(Cl)cc2)cc1	-4%	-5	10%	-9	1	-6%	11	-7	0.0%

Reprinted from the part before: 2 compounds, then new ones.
canonical_smiles	GRP78 ERSR act	D1 antagonist	Vif-A3F inh	RXFP1 antag	D1 ag	Vif-A3G inh	D2 PAM	D1 potentiator	RXFP1 agonist
COC(=O)c1ccc(C2Nc3ccccc3NC3=C2C(=O)CC(C)(C)C3)cc1 (stereo not drawn)	-4%	-4	6%	-7	1	-4%	-3	6	-1.1%
Cc1ccc(OCC(=O)NS(=O)(=O)c2ccc(Cl)cc2)cc1	-4%	-5	10%	-9	1	-6%	11	-7	0.0%
Cc1[nH]n(-c2ccccc2)c(=O)c1N=Nc1ccccc1C(=O)N1CCCCC1	-2%	5	7%	5	0	1%	.	-6	-29%
CCn1c(CN(C)c2ccccc2)nc2ccccc21	-3%	53	5%	-8	-3	-2%	11	0	-0.4%
COc1ccccc1CNC(=O)c1cccc(S(=O)(=O)N2CCCC2)c1	-4%	10	4%	-6	4	-12%	8	-3	0.2%
CC(=O)Nc1ccc(NS(=O)(=O)c2ccc3c(c2)CCCN3C(C)=O)cc1	-2%	8	1%	-8	0	0%	-7	-6	-0.3%
O=C(CNS(=O)(=O)c1cccs1)NCc1ccc(F)cc1	0%	-3	15%	19	-4	0%	1	-1	-1.0%
COc1ccc(NC(=S)NCCCN2CCCC2)cc1	5%	10	-17%	-3	2	-8%	-4	-1	2.4%
C=CCc1ccccc1OCC(O)CNC(=O)c1ccccc1C(=O)O (stereo not drawn)	1%	5	-21%	11	1	-5%	8	-11	1.0%
O=C1NC2(CCCCCC2)C(=O)N1Cc1ccc(Cl)cc1Cl	-4%	-9	4%	0	15	-7%	.	.	2.1%
CC(C)c1nc2ccccc2n1CC(O)COC1CCCCC1 (stereo not drawn)	-2%	-7	8%	11	1	1%	8	-1	-1.6%
COc1ccc(CCn2c(N)c(C#N)c3nc4ccccc4nc32)cc1OC	-6%	-1	7%	-13	3	-12%	12	6	3.0%
O=C(CCN1CCN(C/C=C/c2ccccc2)CC1)Nc1ccccc1F	-3%	6	2%	-8	0	0%	-2	-1	0.1%
COc1cc2c(cc1OC)C(C(C)C)=NC(C)(C)C2	1%	2	-18%	14	2	0%	-6	-2	-0.2%
CC(C)C1N=C2c3ccccc3N=C(SCC(=O)c3ccc(O)c(O)c3)N2C1=O (stereo not drawn)	1%	-7	-10%	-22	0	-16%	7	-6	-1.0%
CCc1nc2ccccc2n1CCCCOc1ccc(C)cc1	-4%	-22	?	-26	26	-9%	14	-4	-1.0%
C=CCOC(=O)CSCC(NC(=O)OC(C)(C)C)C(=O)OCC (stereo not drawn)	-13%	-29	0%	-8	6	-1%	0	-6	0.4%
COc1cccc(-c2nc3ccccc3c(=O)o2)c1	?	5	-2%	-14	2	0%	.	0	0.8%
COc1ccc(C2=NOC(C(=O)Nc3cc(C)nn3-c3ccccc3)C2)cc1OC (stereo not drawn)	-4%	15	3%	-4	4	0%	26	.	0.1%
COC(=O)C1CCCN1S(=O)(=O)c1ccccc1NC(=O)c1cc(OC)c(OC)c(OC)c1 (stereo not drawn)	-5%	10	1%	-11	0	2%	-2	-10	0.1%
CC(=O)Nc1c(C)nn(-c2ccccc2)c1N1CCC(C(=O)Nc2cc(Cl)ccc2C)CC1	1%	-19	-1%	-5	1	5%	-15	-1	-1.2%
CC(=O)C1=C(O)C(=O)N(C)C1c1ccccc1[N+](=O)[O-] (stereo not drawn)	4%	3	-2%	12	5	-7%	14	1	-2.4%

(listing goes on)
canonical_smiles	GRP78 ERSR act	D1 antagonist	Vif-A3F inh	RXFP1 antag	D1 ag	Vif-A3G inh	D2 PAM	D1 potentiator	RXFP1 agonist
Cc1cccc(-n2ncc3c(NC4CCCC4)ncnc32)c1	-2%	-34*	2%	2	-4	-3%	5	-1	0.5%
NC(=O)CC(NSc1ccccc1[N+](=O)[O-])C(=O)O (stereo not drawn)	-2%	-15	-17%	.	-6	1%	.	5	-0.8%
CCn1cc(CNCc2cn[nH]c2-c2cc3ccccc3o2)cn1	0%	12	2%	-11	4	-17%	13	1	-1.7%
Cc1cccc(S(=O)(=O)Nc2nc3ccccc3nc2NCc2ccc3c(c2)OCO3)c1	-3%	-17	5%	27	0	2%	-3	-7	3.5%
CCOc1ccc(-c2nc(CSCC(=O)NCCCN3CCCC3=O)c(C)o2)cc1	-7%	-1	-3%	-8	0	2%	-9	-3	2.2%
Cc1c(CCO)c(=O)[nH]n1S(=O)(=O)c1ccccc1	-2%	5	0%	13	4	-2%	6	-2	-0.9%
COc1cccc(OCC(=O)NNC(=O)C(=O)N2CCCC2)c1	-2%	-3	2%	.	2	-1%	11	-3	-0.2%
O=C(Cc1ccccc1)NCC(=O)OC(c1ccccc1)c1ccccc1	-3%	5	-8%	-5	3	0%	-2	-5	-1.6%
Cc1ccc(CSCc2ccc(C(=O)NCCCN3CCOCC3)o2)cc1	-3%	-4	-4%	8	5	0%	11	-5	0.1%
O=C(O)CN1C(=O)CC(c2ccccc2)CC1=O	-4%	-27	4%	5	4	0%	.	2	-1.0%
CCOCCn1c(SCc2ccc(F)cc2)nc2c1c(=O)[nH]c(=O)n2C	-3%	2	3%	2	0	-1%	-2	-2	-1.3%
O=c1c2ccccc2n(Cc2cccc(Cl)c2)c(=O)n1CCc1ccccc1	1%	4	-5%	.	4	-1%	-5	-1	3.7%
O=C(CSCC(=O)OCC(=O)c1ccc(Br)cc1)Nc1ccc(Br)cc1	1%	-9	0%	-18	6	2%	1	1	0.9%
Nc1c(NCCC2=CCCCC2)c(=O)[nH]c(=O)n1Cc1ccccc1	3%	0	3%	-2	3	0%	1	2	-1.3%
Cc1sc2nc(CN(Cc3cccs3)C(=O)NC3CCCCC3)[nH]c(=O)c2c1C	-5%	13	-6%	0	4	-7%	5	8	-2.0%
O=C(CSc1nnnn1C1CCCC1)N1CCCc2ccccc21	-3%	-6	-6%	-14	4	-1%	1	-5	0.6%
C#CCOc1ccc(/C=C2/C(=O)ON=C2C)cc1Br	-1%	-16	4%	-2	2	1%	-8	2	0.4%
CCSc1nc2nccnc2c(=O)[nH]1	-3%	.	10%	-1	.	0%	.	.	.
Cc1ccc(S(=O)(=O)NN=Cc2c(O)ccc3ccccc23)cc1	-3%	.	-12%	0	.	-17%	.	.	.
CCOC(=O)CSc1nc2c(cnn2-c2ccc(Cl)cc2)c(=O)[nH]1	-5%	-11	-15%	4	0	0%	7	-1	12%
